# Screening data as filed in PubChem BioAssay.
# GPR151 activ – human GPR151 activation; Q8TDV0; PathHunter beta-arrestin GPR151 cells, luminescence; activation, % at 11.2 µM; 650,000 tested, 1% active; in the data active = activation above about 4.9%;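 also: 0% = median of compound wells and 100% = cells with positive control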
# Target sequence (Q8TDV0 whole entry, looked up): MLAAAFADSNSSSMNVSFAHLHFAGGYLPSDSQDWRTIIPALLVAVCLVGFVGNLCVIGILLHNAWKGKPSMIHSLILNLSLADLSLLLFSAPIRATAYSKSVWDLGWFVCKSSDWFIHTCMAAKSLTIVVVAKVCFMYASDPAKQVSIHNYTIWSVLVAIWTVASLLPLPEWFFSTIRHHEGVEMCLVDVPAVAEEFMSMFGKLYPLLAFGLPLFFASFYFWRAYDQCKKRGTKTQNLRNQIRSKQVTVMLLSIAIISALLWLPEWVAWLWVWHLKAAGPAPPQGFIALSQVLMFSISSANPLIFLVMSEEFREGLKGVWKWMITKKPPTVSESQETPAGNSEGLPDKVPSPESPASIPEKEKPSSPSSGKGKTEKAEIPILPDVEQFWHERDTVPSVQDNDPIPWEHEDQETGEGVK
# TEAD-YAP block – TEAD-YAP interaction inhibition. HEK-TIYL cells, TEAD-Gal4/YAP UAS-luciferase luminescence. inhibition, % at 9.12 µM. 640,000 tested, 1.4% active; in the data active = inhibition above about 32%;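 also: 0% = median of test compound wells and 100% = reference inhibitor wells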
# MITF primary – inhibitors of human MITF. O75030. AlphaScreen MITF homodimerization, bead proximity signal. inhibition, % at 2.6 µM. 650,000 tested, 0.91% active; in the data active = inhibition above about 50%;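 also: 0% = vehicle wells with protein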
# FBW7 activator – activators of human E3 ligase FBW7; normalized activity (activation), % at 26.1 µM; AlphaScreen FBW7–phospho-cyclin E peptide binding, activator screen; 650,000 tested, 0.13% active; in the data active = normalized activity above about 1.9%;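 also: purified mutant Fbw7 with reduced substrate affinity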
# Target sequence (Q969H0 whole entry, looked up): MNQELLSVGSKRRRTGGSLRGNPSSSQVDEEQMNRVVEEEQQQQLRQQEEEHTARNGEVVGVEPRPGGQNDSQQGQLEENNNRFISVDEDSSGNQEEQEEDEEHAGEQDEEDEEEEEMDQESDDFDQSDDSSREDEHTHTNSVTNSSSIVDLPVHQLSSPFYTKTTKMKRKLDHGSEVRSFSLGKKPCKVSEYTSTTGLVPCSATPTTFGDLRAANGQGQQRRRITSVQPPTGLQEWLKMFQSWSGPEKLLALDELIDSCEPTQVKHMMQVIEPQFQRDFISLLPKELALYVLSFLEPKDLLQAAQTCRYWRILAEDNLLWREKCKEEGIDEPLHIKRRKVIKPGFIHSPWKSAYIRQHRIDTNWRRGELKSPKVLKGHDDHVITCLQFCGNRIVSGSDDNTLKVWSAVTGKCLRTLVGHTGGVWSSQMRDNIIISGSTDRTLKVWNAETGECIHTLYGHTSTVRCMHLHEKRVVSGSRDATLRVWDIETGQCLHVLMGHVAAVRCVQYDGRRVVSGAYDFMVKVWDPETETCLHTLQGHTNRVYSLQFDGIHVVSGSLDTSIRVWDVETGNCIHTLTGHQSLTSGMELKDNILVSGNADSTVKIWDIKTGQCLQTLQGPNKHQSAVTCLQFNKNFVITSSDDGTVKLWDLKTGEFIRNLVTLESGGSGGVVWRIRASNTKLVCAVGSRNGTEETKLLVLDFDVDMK
# The depositor's hits bear a star; / = no result given.
# Start of the listing, in advance:
SMILES,GPR151 activ,TEAD-YAP block,MITF primary,FBW7 activator
COc1ccc(C(=O)NC(=S)Nc2ccccc2C(=O)O)cc1[N+](=O)[O-],-0.1,-1,10,-0.1
O=c1c2ccccc2cnn1Cc1n[nH]c(=S)n1-c1ccc(F)c(Cl)c1,3.2,5,4,0.0
O=c1c(S(=O)(=O)c2ccc(Cl)cc2)c[nH]c2cc3c(cc12)OCO3,0.3,2,24,0.2
COc1ccc(N2CC(NC(=O)NCCc3ccc(S(N)(=O)=O)cc3)CC2=O)cc1 (configuration not stated),-1.6,9,-14,0.0
Cc1nn(-c2ccccc2)c2c1C(c1ccoc1)C(C#N)=C(N)O2 (configuration not stated),-0.3,-2,1,-0.4
CCc1nnc(NC(=O)CSc2nc(-c3ccccc3)cc(-c3ccccc3)c2C#N)s1,0.2,6,-1,0.0
CC(C)(C)OC(=O)N1Cc2[nH]cnc2CC1C(=O)O (configuration not stated),-0.6,8,8,-0.2
O=C(CS(=O)(=O)c1c[nH]c2ccccc12)Nc1ccccc1,-1.3,0,-2,0.0
COc1ccc(S(=O)(=O)NC(C)Cc2cccs2)cc1Cl (configuration not stated),2.2,-10,-4,0.0
Cc1cc(N)nc(-c2ccc(N3CCOCC3)nc2)n1,-5.2,-31,12,0.0
Cc1cccc(C)c1-n1nnnc1C1(NCCc2c(C)[nH]c3ccccc23)CCCC1,3.6,-25,-9,-0.2
Cc1c(C(=O)NCCCN2CCOCC2)sc2ncn(CC(=O)N3CCCCC3)c(=O)c12,-0.7,3,7,-0.1
COCc1c(C(=O)N(C)Cc2ccco2)c(=O)cc(C)n1CCCc1ccccc1,0.1,-58,-5,0.0
CN(C)c1ccc(/C=C2\N=C(c3ccccc3F)N(c3ccc(F)cc3)C2=O)cc1,-0.4,-5,-3,0.0
CCOC(=O)Cc1csc2nc(C(F)(F)F)c(C#N)c(=O)n12,0.1,1,5,0.3
Cc1ccc(-c2csc(NS(=O)(=O)c3ccc([N+](=O)[O-])cc3)n2)cc1,-1.2,-5,-7,0.0
CC(C)(C)c1ccccc1NS(=O)(=O)c1ccc2c(c1)OCCO2,-1.1,-1,4,-0.1

# The listing, from the first entry:
SMILES,GPR151 activ,TEAD-YAP block,MITF primary,FBW7 activator
COc1ccc(C(=O)NC(=S)Nc2ccccc2C(=O)O)cc1[N+](=O)[O-],-0.1,-1,10,-0.1
O=c1c2ccccc2cnn1Cc1n[nH]c(=S)n1-c1ccc(F)c(Cl)c1,3.2,5,4,0.0
O=c1c(S(=O)(=O)c2ccc(Cl)cc2)c[nH]c2cc3c(cc12)OCO3,0.3,2,24,0.2
COc1ccc(N2CC(NC(=O)NCCc3ccc(S(N)(=O)=O)cc3)CC2=O)cc1 (configuration not stated),-1.6,9,-14,0.0
Cc1nn(-c2ccccc2)c2c1C(c1ccoc1)C(C#N)=C(N)O2 (configuration not stated),-0.3,-2,1,-0.4
CCc1nnc(NC(=O)CSc2nc(-c3ccccc3)cc(-c3ccccc3)c2C#N)s1,0.2,6,-1,0.0
CC(C)(C)OC(=O)N1Cc2[nH]cnc2CC1C(=O)O (configuration not stated),-0.6,8,8,-0.2
O=C(CS(=O)(=O)c1c[nH]c2ccccc12)Nc1ccccc1,-1.3,0,-2,0.0
COc1ccc(S(=O)(=O)NC(C)Cc2cccs2)cc1Cl (configuration not stated),2.2,-10,-4,0.0
Cc1cc(N)nc(-c2ccc(N3CCOCC3)nc2)n1,-5.2,-31,12,0.0
Cc1cccc(C)c1-n1nnnc1C1(NCCc2c(C)[nH]c3ccccc23)CCCC1,3.6,-25,-9,-0.2
Cc1c(C(=O)NCCCN2CCOCC2)sc2ncn(CC(=O)N3CCCCC3)c(=O)c12,-0.7,3,7,-0.1
COCc1c(C(=O)N(C)Cc2ccco2)c(=O)cc(C)n1CCCc1ccccc1,0.1,-58,-5,0.0
CN(C)c1ccc(/C=C2\N=C(c3ccccc3F)N(c3ccc(F)cc3)C2=O)cc1,-0.4,-5,-3,0.0
CCOC(=O)Cc1csc2nc(C(F)(F)F)c(C#N)c(=O)n12,0.1,1,5,0.3
Cc1ccc(-c2csc(NS(=O)(=O)c3ccc([N+](=O)[O-])cc3)n2)cc1,-1.2,-5,-7,0.0
CC(C)(C)c1ccccc1NS(=O)(=O)c1ccc2c(c1)OCCO2,-1.1,-1,4,-0.1
CCOC(=O)Cn1c(=N)n(Cc2ccccc2Cl)c2ccccc21,-1.2,8,8,0.2
Nc1cccc(Oc2ccc3c(c2)C(=O)N(c2cccc4ccccc24)C3=O)c1,-0.5,9,6,0.0
O=C(CN1C2=NCCN2c2ccccc21)c1cccc(Br)c1,-0.4,-2,0,0.1
CCc1ccc(-n2c(=S)sc3c(=O)n(-c4ccccc4OC)c(SCC(=O)O)nc32)cc1,0.4,-8,-8,0.2
COc1ccc(C(=O)Nc2ccc(C(N)=O)cc2)cc1I,-0.2,6,-4,0.1
O=C(Cn1c(-c2cccs2)noc1=O)N(c1ccccc1)c1ccccc1,-0.7,-1,4,0.0
C/C(=N\NC(=O)c1nc(Cl)c(Cl)c(N)c1Cl)c1cc(O)ccc1O,-1.6,-10,-10,-0.1
COc1ccc(C(=O)NCCNc2ccc([N+](=O)[O-])cn2)cc1,0.7,7,14,0.0
Cc1ccc(OCC(=O)Nc2cccc([N+](=O)[O-])c2)c(Br)c1,-0.4,-20,8,-0.1
COc1cccc(NC(=O)CNC(=O)c2nn(-c3ccc(OC)c(OC)c3)c(=O)c3ccccc23)c1,-0.6,34*,-1,0.2
O=C(CCc1nnc(Cc2c[nH]c3ccccc23)o1)NC(C1CC1)C1CC1,1.9,9,6,0.0
CCCc1[nH]nc2c1C(c1ccccc1)C(C#N)=C(N)O2 (configuration not stated),1.5,4,-2,-0.3
CCOC(=O)N1CCC(Nc2ccc(N3C(=O)C4CCCCC4C3=O)cc2[N+](=O)[O-])CC1 (configuration not stated),1.1,3,2,-0.4
CCC(C)SCC(=O)N1CCc2ccccc21 (configuration not stated),-0.2,-24,0,0.1
O=C(Cn1cncn1)N/N=C/c1ccc(O)cc1O,-0.3,5,20,-0.4
CC(=O)Nc1ccc(Nc2nc(-c3cccc(C(C)=O)c3)nc3c2ncn3-c2ccccc2)cc1,-0.2,-12,11,0.0
CN1CCN(CCOc2ccccc2CO)CC1,-0.5,-10,5,-0.1
Fc1ccc(C2CC(c3ccc(Br)cc3)=NN2c2nc(-c3ccccc3)c3cc(Cl)ccc3n2)cc1 (configuration not stated),2.1,6,-5,0.0
Cc1nc(CCNC(=O)Cc2ccccc2)cs1,0.8,-7,7,0.1
O=C(NCCC(c1ccccc1)c1ccccc1)c1cccnc1,-2.3,-5,14,0.1
C=CCNC(=O)C1CCCN1S(=O)(=O)c1ccc(Cl)cc1 (configuration not stated),0.7,57*,1,-0.2
c1ccc2c(Nc3cc(Nc4ccc(N5CCOCC5)cc4)ncn3)nccc2c1,3.9,-5,1,-0.2
CCOC(=O)CSc1nnc(Cc2ccccc2)n1CC1CCCO1 (configuration not stated),-0.5,-2,2,0.1
CCOC(=O)c1ccc(S(=O)(=O)N2CCC(N3CCCCC3)CC2)cc1,-0.9,2,-3,-0.2
c1ccc(-c2nc(NC3CC3)c3ncn(C4CCCCC4)c3n2)cc1,2.3,10,0,0.0
O=C(COc1ccc(Cl)cc1)NNC(=O)Cc1ccccc1,-0.5,16,-16,0.1
O=C1NC(=O)C(c2c[nH]c3ccccc23)=C1c1c[nH]c2ccccc12,1.6,/,8,/
O=C(Cn1c(=O)oc2cc(S(=O)(=O)N3CCCC3)ccc21)NCc1ccco1,0.1,3,11,0.5
COc1ccc(Cl)cc1NC(=S)N(Cc1ccccc1)Cc1cccs1,-1.6,-8,-5,0.0
COc1ccccc1OCCCC(=O)NCCc1nc2ccccc2[nH]1,-0.7,10,13,0.3
O=C1OC(/C=C\c2cccc([N+](=O)[O-])c2)=NC/1=C/c1ccc2c(c1)OCO2,-0.3,-3,-1,0.3
O=c1[nH]c(NCCO)c(I)c(=O)[nH]1,-0.8,0,3,-0.6
O=C(NCc1ccccn1)c1c(O)c2cccc3c2n(c1=O)CCC3,2.4,2,1,0.0
Cc1cccc(NC(=O)c2cc3ccc(O)cc3oc2=Nc2ccc(C(=O)O)cc2)c1,-9.4,-23,8,0.7
COCCCNC(=O)c1ccc2ccccc2c1,0.4,-41,-6,0.0
O=C(Cc1c(O)c2ccccc2[nH]c1=O)Nc1ccc(F)cc1,1.7,8,2,0.1
CC1CCCN(C(=O)C2c3ccccc3C(=O)N(C)C2c2cccs2)C1 (configuration not stated),0.7,-4,14,0.7
COc1ccccc1CNC(=O)CCN1C(=O)COc2ccccc21,0.4,0,21,1.1
CN1CCN(C(=O)c2ccc3c(=O)n(Cc4ccc(Cl)cc4)c(=S)[nH]c3c2)CC1,-0.4,-6,0,0.0
CC(C)(C)c1ccc(S(=O)(=O)NCc2ccc(C(=O)NCc3ccc(F)cc3)cc2)cc1,1.9,5,10,0.1
O=C(CCC1CCN(C(=O)C2CC=CCC2)CC1)Nc1ccccc1 (configuration not stated),-0.8,-10,-3,-0.2
CCCCCn1c(=S)[nH]c2cc(C(=O)Nc3ccc(OC)c(OC)c3)ccc2c1=O,0.6,0,5,0.1
O=C(NNC(=O)c1cccc(C(F)(F)F)c1)c1ccncc1,0.6,-2,9,0.1

# The listing continues.
SMILES,GPR151 activ,TEAD-YAP block,MITF primary,FBW7 activator
OCCC1CN(Cc2ccc(O)c(Cl)c2)CCN1C1CCCC1 (configuration not stated),-0.6,4,5,0.0
C=CCOC(=O)N1CCC(C(=O)NC(c2ccccc2C)c2ncccc2C)CC1 (configuration not stated),1.1,1,-2,0.4
N#CC1=C(N)Oc2n[nH]c(CSc3ccccc3)c2C12C(=O)Nc1ccccc12 (configuration not stated),-0.2,2,-1,0.1
O=[N+]([O-])c1ccc(S(=O)(=O)Nc2ccc(-c3cn4cccnc4n3)cc2)cc1,-1.5,5,20,0.7
O=C(CSc1ncccn1)N1CCN(C(=O)CSc2ncccn2)CC1,0.3,-3,21,0.2
Cc1cc(-c2nnc(CCC(=O)NC(C)c3ccccc3Cl)o2)no1 (configuration not stated),0.6,3,12,0.1
O=C(N/N=C/c1ccc[nH]1)C(O)c1ccccc1 (configuration not stated),0.5,6,13,0.9
COc1cc(Nc2nc(NCc3cccnc3)c3ncn(C(C)C)c3n2)cc(OC)c1OC,2.2,4,-1,-0.1
COc1ccccc1C(=O)N/C(=C\c1ccc(Br)cc1)C(=O)NCC(=O)O,-0.1,-3,-17,0.3
CCN(CC)c1ccc2cc(-c3nc(-c4ccc(Br)cc4)cs3)c(=O)oc2c1,0.1,-7,-2,-0.1
O=C(O)c1cc(-c2cccc(O)c2)nc2n[nH]c(-c3ccc([N+](=O)[O-])cc3)c12,-0.1,5,1,-0.3
CCC(=O)NNC(=O)CSc1nc(CC)nc2sc(C)c(C)c12,0.4,2,20,0.1
CCn1c(N/N=C(\C)c2ccccc2O)nc2c1c(=O)[nH]c(=O)n2C,-0.4,3,-1,-0.4
COc1cccc(CNC(=O)CCC(=O)N2CCOc3ccccc32)c1,0.2,0,-10,0.0
NC(=O)c1c(NC(=O)c2ccccc2C(=O)O)sc2c1CCCC2,-7.1,4,3,0.0
NC(=O)/C(=C\c1cccc([N+](=O)[O-])c1)NC(=O)c1ccccc1,-0.2,4,8,-0.1
Cc1ccc(NC2=NC3CS(=O)(=O)CC3S2)cc1 (configuration not stated),-0.3,3,-4,-0.2
N#C/C(=C(/O)c1ccco1)c1ccccn1,-1.8,-14,-11,-0.2
Cc1ccc(/C=C/C(=O)Nc2ccc(Cl)cc2Cl)o1,-1.2,-65,19,0.3
COc1ccc(C2C(C(=O)c3cccs3)=C(O)C(=O)N2CCc2ccccc2)cc1 (configuration not stated),0.0,8,2,0.0
O=C(CCC(=O)N1CCOc2ccccc21)NCCCN1CCCCCC1,3.5,-8,3,0.2
CCc1cc(=O)oc2c(C)c(OCC(=O)OC(C)(C)C)ccc12,-1.0,8,10,-0.1
COC(=O)c1c(NC(NC(C)=O)(C(=O)OC)C(F)(F)F)sc2c1CCCC2 (configuration not stated),3.3,-5,0,0.0
CCOC(=O)C1=C(CN2CCC(c3ccccc3)C2)NC(=O)NC1c1ccc(OC)cc1 (configuration not stated),0.0,2,6,-0.2
OCCC1CN(Cc2cccc(O)c2)CCN1Cc1ccc(F)cc1 (configuration not stated),0.0,-2,3,0.2
CC(C)(C)Nc1c(-c2cccnc2)nc2ccccn12,-0.9,-2,9,1.0
CCNC(=O)c1ccc(Cl)cc1Cl,0.3,-8,17,0.1
O=C(Nc1ccc2oc(-c3ccc(Cl)cc3)nc2c1)c1ccc2c(c1)OCCO2,-0.2,-36,10,0.2
COC(=O)[C@@H]1CCCN1C(=O)C1CCCN1c1nc(C)c2ccccc2n1 (some centres not stated),-0.5,-2,22,0.0
CC(=O)c1ccc(OC(=O)Cn2c(=O)oc3ccccc32)cc1,-0.4,-9,4,-0.1
CCOC(=O)/C(CC)=C(\C)NCC(O)c1ccc([N+](=O)[O-])cc1 (configuration not stated),1.4,4,-7,-0.1
Cc1ccc(C(=O)N(Cc2ccncc2)Cc2cccc(OC3CCOC3)c2)cc1 (configuration not stated),-0.1,8,6,-0.2
COc1ccccc1CC(=O)Nc1cnn(CC(=O)NCc2n[nH]c3c2CCCCC3)c1,-0.1,1,10,0.3
Cc1ccccc1C(=O)N/N=C/c1ccccc1Cl,-0.5,-58,0,0.0
Cc1ccc(S(=O)(=O)NCc2nnc(NC(=O)CCCOc3ccc(Cl)cc3Cl)s2)cc1,0.1,0,38,-0.3
c1ccc2c(Nc3nc(Nc4ccc(N5CCOCC5)cc4)c4[nH]cnc4n3)nccc2c1,-1.2,38*,14,-0.2
Cc1ccc(C(=O)N2CCN(c3ccc(Cl)cc3)CC2)cc1[N+](=O)[O-],-1.6,-8,-1,0.1
